ADAM10 inh: inhibits human ADAM10; hit rate 0.62% among 370,000; recombinant ADAM10, EDANS/DABCYL FRET peptide cleavage, 3 h; inhibition, % at 7 µM; O14672;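 active means inhibition above a per-campaign cutoff equal to the mean of compounds falling between control-based bounds plus 3 SD, cut at about 20% in these data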;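 further: 0% = DMSO wells while the 100% control is not disclosed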
Tn6 DDE FP: DD(E)-Tn6 binding inhibition, primary FP screen; Fibrin DD(E) TRITC-Tn6 fluorescence polarization displacement; P02675; hit rate 0.21% among 370,000; AID 720509; inhibition, % at 8.3 µM;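 active means inhibition above a per-campaign cutoff: mean of compounds within control limits plus 3 SD, cut at about 15% in these data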;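 further: 0% = median of all compound wells on the plate and 100% = blocking peptide control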
ARFGAP1 inhibitor: rat ARFGAP1 inhibition; Q62848; Arfgap1-stimulated ARF1 GTP hydrolysis, GDP FP detection; inhibition, % at 16.5 µM; hit rate 0.26% among 360,000;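 active means inhibition above a per-plate limit, mean inhibition of low control wells plus 3 SD, cut at about 25% in these data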;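 further: 0% = DMSO wells with enzyme and 100% = wells lacking Arfgap1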
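Material – truncated rat Arfgap1 GAP domain · Buffer or medium – HEPES-based buffer, pH 7.5 · Reagent – human ARF1(Δ1-17)-GTP substrate · Dosing – 16.5 µM single point, 1.26% DMSO · Schedule – GTP hydrolysis reaction 2 h at 25 °C · Technique – GDP detection by fluorescence polarization · Benchmarks – No-Arfgap1 wells (100%) versus DMSO full-reaction wells (0%) · Repeats – single replicate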
PLC-gamma1 inh: inhibitors of human phospholipase C gamma1. P19174. inhibition, % at 12.2 µM. purified PLC-gamma1, fluorogenic substrate, fluorescence. hit rate 0.84% among 370,000; in the data active means inhibition above about 9.5%
LEDGF integ inh: blocks HIV-1 LEDGF/p75-dependent DNA integration; inhibition, % at 3.7 µM; hit rate 0.64% among 370,000; TR-FRET IN-LEDGF/p75 DNA integration, Eu/Cy5;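 active means inhibition above the screen-wide mean plus 3 SD, cut at about 13% in these data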;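 further: signal is the Cy5 over europium emission ratio at 671 and 618 nm; 0% = plate median of compound wells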
TDP2 absorb: TDP2 (human) inhibition, absorbance primary screen; O95551; inhibition, % at 12.8 µM; hit rate 0.34% among 370,000; AID 720702; recombinant TDP2, T5PNP hydrolysis, p-nitrophenol absorbance 415 nm;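 active means inhibition above the mean of all tested compounds plus 3 SD, set per campaign, cut at about 25% in these data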;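 further: 0% = DMSO with enzyme and 100% = buffer with substrate but no TDP2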
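Test system: Human TDP2 enzyme | Reagent: 5 mM T5PNP | Compound dosing: 12.8 µM single point, 1% DMSO | Incubation: Enzyme reaction with compound for 2 h at 37 °C | Technique: p-Nitrophenol epi absorbance | Read-out: % inhibition relative to enzyme-containing and enzyme-free wells | Benchmarks: High control without enzyme, low control DMSO plus TDP2 | Replicates: Singlicate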
DDE Tn7 FP inh: inhibitors of Tn7 peptide binding to human fibrin DD(E); hit rate 0.13% among 370,000; inhibition, % at 8.3 µM; P02675; FP displacement of FITC-Tn7 peptide from fibrin DD(E); 0% = median of compound wells per plate;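 active means inhibition above the mean of compounds falling within the control limits plus 3 SD of them, cut at about 14% in these data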;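 further: 0% = plate median of compound wells and 100% = 10 µM Aha-Tn7 peptide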
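Also added: labelled Tn7 tracer, 0.1 µM; Assay system: human fibrin DD(E) protein; Amount: 2 µM fibrin DD(E); Schedule: 10 min compound pre-incubation, 3 h probe incubation at room temperature; Repeats: one replicate per compound; Read-out basis: percent inhibition; Measured by: fluorescence polarization of the labelled Tn7 tracer.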
KLK7 zymogen act: proKLK7 (human) activation, primary screen; P49862; hit rate 0.9% among 370,000; activation, % at 7 µM; purified proKLK7, EDANS-DABCYL substrate fluorescence; 100% is mature enzyme control, 0% vehicle;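 active means activation above the mean of all tested compounds plus 3 SD, computed per campaign excluding outliers beyond control limits, cut at about 13% in these data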
ASAP1 inh: inhibitors of human ASAP1 ArfGAP activity; Q9ULH1; ASAP1-stimulated ARF1 GTP hydrolysis, GDP FP detection; inhibition, % at 16.5 µM; hit rate 0.19% among 360,000; in the data active means inhibition above about 25%;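 further: 0% = vehicle with enzyme and substrate and 100% = no enzyme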
Target sequence (Q9ULH1 325-724 limits assumed): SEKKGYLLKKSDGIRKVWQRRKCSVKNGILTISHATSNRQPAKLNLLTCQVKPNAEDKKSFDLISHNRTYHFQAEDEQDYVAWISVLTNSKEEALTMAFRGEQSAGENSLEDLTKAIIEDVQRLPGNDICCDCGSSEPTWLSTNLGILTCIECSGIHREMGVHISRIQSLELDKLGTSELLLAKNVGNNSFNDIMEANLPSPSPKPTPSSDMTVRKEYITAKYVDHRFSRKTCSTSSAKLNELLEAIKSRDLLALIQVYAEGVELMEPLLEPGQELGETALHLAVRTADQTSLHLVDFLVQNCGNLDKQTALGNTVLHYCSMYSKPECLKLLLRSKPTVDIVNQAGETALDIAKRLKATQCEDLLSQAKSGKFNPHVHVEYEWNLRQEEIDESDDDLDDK
ADAM17 inh: ADAM17 inhibition, QFRET primary screen | inhibition, % at 6.95 µM | P78536 | hit rate 0.83% among 370,000 | recombinant ADAM17, EDANS/DABCYL FRET peptide cleavage;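 active means inhibition above the mean of compounds lying between control limits plus 3 SD, set per campaign, cut at about 8.5% in these data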;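 further: 0% = DMSO-only wells as the low control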
Target sequence (P78536 215-824 limits assumed): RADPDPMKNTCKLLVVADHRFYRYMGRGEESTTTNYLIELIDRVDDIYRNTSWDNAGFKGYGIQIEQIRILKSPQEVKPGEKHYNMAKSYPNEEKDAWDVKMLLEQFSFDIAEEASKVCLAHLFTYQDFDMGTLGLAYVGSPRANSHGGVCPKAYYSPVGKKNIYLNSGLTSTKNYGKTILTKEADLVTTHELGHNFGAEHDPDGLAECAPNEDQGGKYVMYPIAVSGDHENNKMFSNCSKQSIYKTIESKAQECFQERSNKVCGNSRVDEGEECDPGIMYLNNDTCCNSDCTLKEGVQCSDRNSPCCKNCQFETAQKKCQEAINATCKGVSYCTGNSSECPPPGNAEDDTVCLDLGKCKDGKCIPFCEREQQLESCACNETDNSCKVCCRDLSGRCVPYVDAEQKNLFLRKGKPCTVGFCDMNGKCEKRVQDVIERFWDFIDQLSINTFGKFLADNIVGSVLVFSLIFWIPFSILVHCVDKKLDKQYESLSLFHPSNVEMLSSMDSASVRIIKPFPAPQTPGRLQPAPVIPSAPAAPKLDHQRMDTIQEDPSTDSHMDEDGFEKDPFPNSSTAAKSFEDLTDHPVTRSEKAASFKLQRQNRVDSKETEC
An asterisk follows results filed as active; . = not tested or not shown.

cpd	structure	ADAM10 inh	Tn6 DDE FP	ARFGAP1 inhibitor	PLC-gamma1 inh	LEDGF integ inh	TDP2 absorb	DDE Tn7 FP inh	KLK7 zymogen act	ASAP1 inh	ADAM17 inh
1	COc1ccccc1NC(=O)CC(=O)c1ccccc1	5	-3	11	-2	0	-6	1	0.2	10	1
2	CCCCn1c(N)c(N(C(=O)CSc2nncn2-c2ccccc2C)C2CCCC2)c(=O)[nH]c1=O	-3	0	-1	3	4	-1	-3	0.2	4	-1
3	O=C(Nc1ccccc1SCC1CSc2nc3ccccc3c(=O)n21)c1ccccc1 (configuration not stated)	-2	-6	-2	-2	-2	2	-1	-0.5	-9	-4
4	COC(=O)c1ccc(CN2CCN(CC(C)C)C(CCO)C2)cc1 (configuration not stated)	2	-5	7	-1	0	-4	6	-0.2	-11	-1
5	COc1ccc(Cl)c(S(=O)(=O)N2CCCC2)c1	-3	3	4	5	1	-5	-3	-0.3	13	-5
6	COC(=O)c1ccc(N2CCN(C)CC2)c(NC(=O)COc2ccc(OC)cc2)c1	-2	1	-7	2	2	2	4	-0.1	7	-3
7	CNC(=O)CN1C(=O)CSc2nc(C)cc(C)c21	-6	1	0	1	0	5	-2	0.0	5	-2
8	CCOc1ccccc1NC(=O)c1ccc2nc[nH]c2c1	5	2	14	-1	1	-2	-3	-0.1	5	0
9	CCOC(=O)Cn1nc(-c2ccc(Cl)cc2)ccc1=O	-11	3	1	1	-1	8	3	-0.6	-2	-9
10	CCN(CC)C(=O)c1cccc(NC(=O)c2ccc3c(=O)n4c(nc3c2)CCC4)c1	-26	4	0	-11	1	1	3	0.3	-11	-3
11	O=C(CCSCCC(=O)NCCN1CCOCC1)NCCN1CCOCC1	2	5	14	3	1	5	6	0.3	0	-2
12	CCN1CCN(CCCNC(=O)C(=O)c2c(C)[nH]c3ccccc23)CC1	5	6	9	4	-2	-7	-5	-0.6	-2	-2
13	Cc1cc(C)c2cc(C#N)c(NCCNC(=S)NCCCN3CCOCC3)nc2c1	-167	1	19	-52	2	-1	-7	0.3	8	-48
14	CC(C)C[C@H]1CNC(=S)N1C[C@H]1CCCN1C[C@H](Cc1ccccc1)N1C[C@H](Cc2ccc(O)cc2)N(CC2CCCCC2)C1=S	5	-3	0	6	5	-1	-1	0.1	21	2
15	Cc1cccc(NC(=O)Nc2nc3ncccn3c2-c2ccc(F)cc2)c1	-140	3	.	-309	0	5	4	12	.	-37
16	COc1cc(/C=C/C(=O)OCC(=O)Nc2c(C)n(C)n(-c3ccccc3)c2=O)ccc1O	-54	0	-2	-52	-3	2	4	0.7	7	-21
17	COc1cccc(-c2c(C(=O)N/N=C/c3ccc(C)o3)nnn2-c2nonc2N)c1	1	2	4	-11	-3	3	-1	-36	-1	0
18	O=C(CSc1nnc(COc2ccc(Cl)cc2)o1)N1CCCC1	4	-1	3	0	-2	3	0	0.4	-12	-3
19	COc1cc(C(=S)N2CCCC2)cc(OC)c1OS(=O)(=O)c1ccc(NC(C)=O)cc1	-2	-7	8	-1	-2	3	6	0.0	3	2
20	CCOc1ccc(-c2nc(CSc3nnc(N)s3)cs2)cc1OC	-22	-1	3	-5	3	-2	3	-0.4	-9	-8
21	COc1ccc(-c2c(-c3ccc(O)cc3O)n[nH]c2C(F)(F)F)cc1	14	-6	4	0	0	0	0	0.5	7	3
22	COc1cc(OC)cc(OCC(O)Cn2cnc(-c3ccccc3)c2)c1 (configuration not stated)	1	-4	-2	-2	-4	-6	-4	0.2	-2	-2
23	COc1ccc(NC(=O)c2cn(CCC#N)nc2-c2cccs2)cc1	-3	-3	-3	3	-1	12	7	-0.4	-6	-1
24	Cc1ccnc(NS(=O)(=O)c2ccc(NC(=O)c3snnc3C)cc2)n1	-1	-6	7	1	1	-5	2	0.3	-11	1
25	COc1ccccc1CNC(=O)c1cc(=O)c2ccccc2o1	-7	-4	-7	2	-1	8	-3	0.6	-3	-5
26	Cc1cccc(C(=O)NC2CC(C)(C)NC(C)(C)C2)c1	5	1	8	2	-2	-1	0	0.1	8	-3
27	CN(C)S(=O)(=O)n1cc(/C=C(\NC(=O)c2ccccc2)C(=O)NCCN2CCOCC2)c2ccccc21	4	-4	-6	-1	-1	0	3	0.6	7	0
28	CC1=CC=CN2CC(O)CN=C12 (configuration not stated)	-127	1	13	-13	-6	-4	1	1.0	0	-32
29	COc1ccc(S(=O)(=O)N2CCN(CCc3ccccc3)CC2)cc1	6	2	0	4	6	3	4	0.3	6	0
30	CCOc1cc(S(=O)(=O)n2ccnc2)ccc1Cl	-2	6	2	4	-3	-6	-5	-0.1	-1	-2
31	CN1C(=S)SC(/[N+]([O-])=C/c2ccc(Cl)cc2)C1(C)C (configuration not stated)	4	-6	11	2	2	5	-9	-0.2	-6	-3
32	COc1cc(/C=N/n2c(-c3cc(C)[nH]n3)n[nH]c2=S)ccc1O	-2	1	9	2	1	-1	-3	-0.4	4	-1
33	O=C(COC(=O)c1c[nH]c2ccccc12)Nc1cccc(F)c1	9	3	9	2	-1	-5	-4	-0.1	12	5
34	CCN1C(=O)C(CC(=O)Nc2ccccc2Cl)N(NC(=O)c2cccc(F)c2)C1=S (configuration not stated)	0	2	6	-1	-3	-5	3	1.2	-10	-3
35	CS(=O)(=O)c1ccc(CNC(=O)C2(C(F)(F)F)C/C(=C\Cc3ccccc3)CCCO2)cc1 (configuration not stated)	13	-2	-4	2	0	0	9	-0.4	-2	-1
36	CN1CCN(CCCNC(=O)c2ccc(NC(=O)C3=CSCCO3)cc2)CC1	7	-8	-5	2	0	12	6	-0.1	-8	-7
37	COc1ccccc1CCn1cnc(-c2ccccc2)c1CC(C)C	11	-3	4	8	3	-12	0	0.1	-14	8.7*
38	O=C(O)C1Cc2[nH]cnc2C(c2ccc(F)cc2)N1 (configuration not stated)	-5	1	5	0	-1	6	4	-1.0	16	-1
39	COc1cccc(C(=O)Nc2cc3c4c(c2)CC(=O)N4CCC3)c1	1	3	6	-1	-4	-3	9	-0.2	11	-1
40	CCN(CC)C(=O)[C@H]1C[C@H](CC(=O)NCc2ccco2)C(=O)N2CCc3c([nH]c4ccc(Cl)cc34)[C@]12C	1	4	1	-1	-2	1	0	0.5	11	2
41	Cc1cc2oc(=O)cc(CN3CCCCC3C)c2cc1Cl (configuration not stated)	-7	-2	-2	-15	0	-3	4	-2.0	2	-4
42	C/C(=N\NC(=O)C(O)c1ccccc1)c1ccc(C)s1 (configuration not stated)	10	0	3	9	8	-4	4	-0.9	-3	-1
43	O=C(O)CCSc1nnc(-c2ccccc2)n1-c1ccccc1	-5	1	2	0	-4	2	-6	3.2	-11	-5
44	OCCC1CN(Cc2ccc3nonc3c2)CCN1Cc1ccsc1 (configuration not stated)	8	3	15	3	1	-6	0	-0.4	1	2
45	CCOC(=O)C1CCN(C(=O)COc2ccc(C(=O)c3ccccc3)cc2)CC1	-1	-2	6	-5	-5	7	6	-0.2	-1	-2
46	N#CCC[C@H]1CC[C@]2(CCCN(C(=O)c3ccco3)C2)O1	-2	0	.	2	2	0	0	-0.1	.	-1
47	Cc1ccc(S(=O)(=O)N2CCCCC2)cc1C(=O)NCc1ccc(S(N)(=O)=O)cc1	-1	0	-6	1	1	5	4	-0.2	2	-6
48	C=CCn1c(O)c(N=NC(=S)Nc2cccc(C)c2)c2ccccc21	-5	-8	3	3	3	-4	1	-0.3	7	1
49	CC(C)c1ccc(OCC(=O)N2CCCCCC2)c(Br)c1	3	0	-1	2	-4	-3	-9	0.1	-7	1
50	Cn1c(=O)n(CC(N)=O)c(=O)c2c1nc(Br)n2Cc1ccccc1	4	0	17	1	2	4	-8	-0.2	1	1

Other compounds.
cpd	structure	ADAM10 inh	Tn6 DDE FP	ARFGAP1 inhibitor	PLC-gamma1 inh	LEDGF integ inh	TDP2 absorb	DDE Tn7 FP inh	KLK7 zymogen act	ASAP1 inh	ADAM17 inh
51	COc1ccc(C(=O)C(=NNc2ccccc2)c2ccc(OC)cc2)cc1	0	-3	6	-2	0	3	6	-0.1	8	-2
52	COC(=O)c1ccc(Cl)cc1N(Cc1c(F)cccc1Cl)S(C)(=O)=O	7	2	7	0	1	4	2	0.7	9	1
53	OCCC1CN(Cc2cccn2-c2cccnc2)CCN1CCc1ccccc1 (configuration not stated)	-17	-4	12	-7	-8	-7	7	-1.4	-3	-3
54	CC(=O)N/N=c1\sc2ccccc2n1C	1	-2	2	2	0	1	-2	0.6	9	-1
55	Cn1c(SCC(=O)Nc2ccc3c(c2)OCCO3)nnc1-c1ccco1	8	-4	-8	9	2	-16	3	-0.2	-8	5
56	Cc1c(CCC(=O)N[C@@H](CC(C)C)C(=O)O)c(=O)oc2c(C)c3oc4c(c3cc12)CCCC4	-385	1	6	-317	3	-6	0	9.0	-5	-96
57	COc1cccc(CNc2nc3nc4c(c(=O)n3[nH]2)CCC4)c1	5	4	-8	3	2	0	-2	0.3	2	-1
58	Cc1cc(=O)[nH]c(-n2nc(C)cc2C)n1	2	0	-2	3	-4	6	1	-0.5	-16	-2
59	CCOC(=O)C1=C(C)NC(=S)NC1c1ccsc1 (configuration not stated)	-16	0	-3	-1	1	-4	0	-0.2	0	-5
60	COC(=O)c1ccc(CO/N=C/c2ccc(OC)cc2OC)cc1	19	-2	0	1	-1	-10	9	0.0	-2	5
61	O=C(CCn1cncn1)N1CCCC(N2CCN(c3ccc(F)cc3)CC2)C1 (configuration not stated)	7	0	2	5	2	-4	6	0.8	0	2
62	COc1ccc(NC(=O)NCc2ccco2)cc1OC	9	-1	-7	5	2	-8	-5	0.9	13	4
63	Cc1nc(SCc2ccc(C(=O)O)cc2)nc2c1CCCC2	8	-4	2	1	7	0	2	-0.2	-5	2
64	COc1cc(NC(=O)C2CC(c3ccccc3O)=NO2)cc(OC)c1OC (configuration not stated)	-1	6	-14	3	4	4	1	1.3	-10	1

In a second layout: entries from further up.
Every second line gives: ADAM10 inh	Tn6 DDE FP	ARFGAP1 inhibitor	PLC-gamma1 inh	LEDGF integ inh	TDP2 absorb	DDE Tn7 FP inh	KLK7 zymogen act	ASAP1 inh	ADAM17 inh
62: COc1ccc(NC(=O)NCc2ccco2)cc1OC
→ 9	-1	-7	5	2	-8	-5	0.9	13	4
63: Cc1nc(SCc2ccc(C(=O)O)cc2)nc2c1CCCC2
→ 8	-4	2	1	7	0	2	-0.2	-5	2

Bioassay records deposited in PubChem by The Scripps Research Institute Molecular Screening Center.
